Casp6 inh: blocks human caspase-6 cleavage activity; P55212; purified caspase-6, Z-VEID-R110 cleavage fluorescence; inhibition, % at 12.5 µM; actives 0.53% (n = 350,000); AID 686996;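 active means mean inhibition across replicates at least about 35%, with every replicate also reaching that limit, limit read from the data; inconclusive means only one of the two criteria met; inactive means neither criterion met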;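 further: 0% = median of neutral control wells and 100% = no fluorescence left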
Target sequence (P55212 24-179 limits assumed): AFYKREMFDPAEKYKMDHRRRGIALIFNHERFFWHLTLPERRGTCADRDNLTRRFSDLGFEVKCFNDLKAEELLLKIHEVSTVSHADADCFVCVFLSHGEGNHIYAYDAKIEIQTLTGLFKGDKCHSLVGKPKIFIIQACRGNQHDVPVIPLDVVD
Target sequence (P55212 194-293 limits assumed): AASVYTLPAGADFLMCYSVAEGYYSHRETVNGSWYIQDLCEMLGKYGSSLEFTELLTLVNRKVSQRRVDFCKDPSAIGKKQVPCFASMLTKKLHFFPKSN
DENV2 CPE: inhibitors of DENV2 cytopathic effect | DENV2-infected cells, cytopathic effect rescue, plate reader | CPE inhibition, % at 9.99 µM | actives 1.7% (n = 350,000); in the data active means CPE inhibition above about 20%, passing the limit was not always enough; inconclusive means no clear call, values can overlap the other calls; tested in BHK-21 cells;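 further: 0% = median of neutral control wells and 100% = median of positive control wells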
ERAP1 inh: ERAP1 (human) enzyme inhibition; actives 0.15% (n = 340,000); recombinant ERAP1, Leu-AMC fluorescence, 60 min; inhibition, % at 10.7 µM; Q9NZ08; AID 652197;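 active means mean replicate inhibition of at least 30%, or all replicates individually reaching that 30% level; inactive means mean below 30% and not every replicate reaching it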;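 further: 0% = neutral control wells and 100% = L-leucinethiol positive control wells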
SIRT5 inh: sirtuin-5 (human) deacylase inhibition; Q9NXA8; Purified SirT5, succinyl-peptide AMC, trypsin-coupled fluorescence; inhibition, % at 15 µM; actives 1.1% (n = 330,000); AID 652115; in the data active means inhibition above about 15%; inconclusive means no clear call, values can overlap the other calls
Target sequence (Q9NXA8 whole entry, looked up): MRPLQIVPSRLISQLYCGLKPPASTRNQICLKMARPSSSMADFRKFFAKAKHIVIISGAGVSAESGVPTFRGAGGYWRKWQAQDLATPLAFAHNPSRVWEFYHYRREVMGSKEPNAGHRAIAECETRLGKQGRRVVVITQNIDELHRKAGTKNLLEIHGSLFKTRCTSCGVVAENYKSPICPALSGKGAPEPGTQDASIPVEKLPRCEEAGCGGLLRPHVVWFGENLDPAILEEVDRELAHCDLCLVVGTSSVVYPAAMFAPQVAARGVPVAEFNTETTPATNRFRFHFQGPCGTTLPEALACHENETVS
F508del corr: CFTR F508del correction in bronchial cells. CFBE cells, YFP halide quenching; stimulated with forskolin plus potentiator P3; % fluorescence drop versus neutral controls. activity (quench increase), % at 7.58 µM. actives 0.36% (n = 350,000);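 active means mean added fluorescence quench of at least 8% versus neutral control, with both replicates also reaching 8%; inconclusive means only one of the mean or replicate conditions met; inactive means mean below 8% and not both replicates reaching 8%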;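 further: cells transiently co-express mutant CFTR-F508del with the halide-sensitive YFP; corrector assay measuring rescue of mutant channel to the surface after 24 h compound exposure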
ERp5 block: inhibitors of human ERp5; Q15084; ERp5 insulin aggregation, absorbance 650 nm, 90 min; inhibition, % at 9.99 µM; actives 0.05% (n = 350,000); AID 651711;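 active means mean replicate inhibition above about 25%, with every replicate also reaching it, limit read from the data, passing the limit was not always enough; inconclusive means only one of those two criteria met; inactive means neither criterion met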
Target sequence (Q15084 whole entry, looked up): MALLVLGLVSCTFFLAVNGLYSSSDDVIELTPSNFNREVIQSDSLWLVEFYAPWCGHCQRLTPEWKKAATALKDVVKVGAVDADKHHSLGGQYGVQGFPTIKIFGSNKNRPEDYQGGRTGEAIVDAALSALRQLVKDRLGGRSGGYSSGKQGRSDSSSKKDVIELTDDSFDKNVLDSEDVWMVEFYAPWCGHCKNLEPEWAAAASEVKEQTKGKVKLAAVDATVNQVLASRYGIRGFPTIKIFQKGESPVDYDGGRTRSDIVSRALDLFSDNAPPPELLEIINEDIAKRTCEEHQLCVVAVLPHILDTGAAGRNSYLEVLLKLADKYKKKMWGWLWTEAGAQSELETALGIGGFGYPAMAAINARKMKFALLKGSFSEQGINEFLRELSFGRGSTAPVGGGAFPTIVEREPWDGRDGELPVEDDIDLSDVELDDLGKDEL
miR-122 sensor: inhibitors of miR-122 in Huh7 cells. activation (reporter increase), % at 12.5 µM. actives 0.3% (n = 340,000). Huh7 miR-122 Renilla luciferase sensor, 48 h; neutral wells = 0, positive control = 100;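 active means mean replicate activation score at least 90 and every replicate individually at or above 90; inconclusive means only one of the two criteria met; inactive means neither criterion met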;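 further: higher luciferase means less miR-122 activity so hits act as miR-122 inhibitors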
Numbers without * were called inactive; ? = inconclusive; . = not tested or not shown; & = joins results of further samples; [ ] = another dose, or the depositor's remark.

Below each compound – Casp6 inh	DENV2 CPE	ERAP1 inh	SIRT5 inh	F508del corr	ERp5 block	miR-122 sensor
#1 CCOC(=O)CN1CCS(=O)(=O)CC1
 : 3	2	2	0	-0.5	4	.
#2 COC(=O)C[C@@H]1CC[C@@H]2[C@@H](COc3ccc(NC(=O)c4cccc(OC)c4)cc3C(=O)N2C)O1
 : -1	1	2	3	1.4	4	-4[16.7 µM]
#3 O=C(Nc1ccccc1)C(c1ccccc1)C1CCCC1 (stereo not given)
 : -1	2	-4	14	-0.9	-4	.
#4 CSCCC(NC(=O)c1cccc([N+](=O)[O-])c1)C(=O)OCC(=O)N1CCCC1=O (stereo not given)
 : 4	-2	-8	2	-0.7	-3	-6
#5 COCCCNC(=O)C1CC(=O)N(CCc2ccc(F)cc2)C1 (stereo not given)
 : -3	1	-1	-3	1.6	2	0
#6 CC1NC(C)(C)Cc2c1ccc1ccccc21 (stereo not given)
 : -7	1	1	-3	1.2	2	0
#7 CC(=O)N1CCCc2cc(S(=O)(=O)N3CCCC(C(=O)Nc4cccc(C)c4)C3)ccc21 (stereo not given)
 : -10	3	-2	5	1.0	2	.
#8 CC(=O)c1ccc(-c2cc([C@H]3[C@H]4C=CC[C@@H](C)[C@@H]4C(=O)N3Cc3ccccc3)ccc2F)cc1
 : 0	7	-3	-4	3.8	8	-1
#9 O=C(Nc1ccc(NC(=O)c2cccs2)cc1)c1ccc2c(c1)OCCO2
 : -1	7	.	-8	-0.7	7	-2
#10 O=C(Nc1c(C(=O)N2CCCCC2)cnn1-c1ccccc1)c1ccccc1F
 : -2	4	-1	-1	-4.6	-4	-4
#11 COc1cccc(-c2ccc3c(c2)O[C@H](CN(C)Cc2cncnc2)[C@@H](C)CN([C@H](C)CO)S3(=O)=O)c1
 : 0	-3	-1	-3	-0.4	3	-2[16.7 µM]
#12 COc1ccc(C2NN=C(c3ccc(C)cc3)S2)cc1OC (stereo not given)
 : 1	0	-1	0	2.0	2	.
#13 C[C@@H]1CN([C@H](C)CO)C(=O)c2cc(Br)cnc2O[C@@H]1CN(C)Cc1cccc(F)c1
 : 1	0	1	-8	2.6	7	0[16.7 µM]
#14 O=[N+]([O-])c1ccc2[nH]ncc2c1
 : 3	0	2	0	0.7	11	.
#15 Cc1noc(C)c1S(=O)(=O)NC1CCN(Cc2ccccc2)CC1
 : -5	-2	3	-3	2.9	-3	-4
#16 CC(C)c1ccc(CN(C)CC(O)c2ccccc2)cc1 (stereo not given)
 : -2	8	-4	-4	-2.3	5	1
#17 O=C(Cc1ccc(Cl)c(Cl)c1)N/N=C/c1cccnc1
 : 0	3	-2	-1	-0.2	5	1
#18 CCOC(=O)C1(Cc2ccccc2C)CCCN(C(=O)c2ccccn2)C1 (stereo not given)
 : -2	0	25	-1	2.8	-10	-3
#19 O=C(O)c1cnn2c1C(=O)N(Cc1cccs1)CC2
 : 64*	2	-3	-4	0.4	-1	-1
#20 CCCCS(=O)(=O)N1CCC(C(=O)NCC2CCCO2)CC1 (stereo not given)
 : -2	-1	0	-2	-0.3	1	.
#21 CCOc1cc(NC(=S)NCCCN2CCOCC2)c(OCC)cc1NC(=O)c1ccc(C)cc1
 : -3	.	2	-5	-1.5	5	.
#22 CCCCc1cc(=O)oc2cc(OCC(=O)NCc3ccccn3)ccc12
 : -1	-4	-4	3	-2.6	-1	.
#23 O=C1c2ccc3c4c(ccc(c24)C(=O)N1c1cccc(O)c1)C(=O)N(c1cccc(O)c1)C3=O
 : 4	-4	.	1	-5.2	0	0
#24 O=C(NCc1ccccc1)C1=C[C@H](C2CC2)C[C@H](OCCCCO)O1
 : -3&0	7&-3	-2&-1	1&-2	2.5&-2.4	0&3	-2
#25 Cc1cc(C)cc(NC(=O)CN2CCN(c3ncccn3)CC2)c1
 : -3	-4	2	-3	-0.8	3	-2
#26 OC[C@H]1[C@H](c2ccc(-c3ccc(F)cc3)cc2)[C@H]2CN(Cc3cccnc3)CCCCN21
 : -1	-21	0	0	0.4	3	8[16.7 µM]
#27 N[C@@H](Cc1ccccc1)C(=O)N1CCOCC1
 : -1	-7	-2	.	-0.8	-9	-6
#28 O=c1c(-c2ccccc2)cnc2n1CCS2
 : -2	-1	2	2	1.5	-2	-5
#29 COc1cc(C2C(c3ccccc3)C(c3cc(OC)cc(=O)o3)C2c2ccccc2)oc(=O)c1 (stereo not given)
 : 0	?	-2	1	-1.0	3	-1
#30 COc1ccccc1-c1ccc2c(c1)O[C@@H](CN(C)CC1CCOCC1)[C@H](C)CN([C@H](C)CO)S2(=O)=O
 : -4	-1	4	16*	-3.5	0	22[16.7 µM]

Below each compound – Casp6 inh	DENV2 CPE	ERAP1 inh	SIRT5 inh	F508del corr	ERp5 block	miR-122 sensor
#31 Cc1ccc(NC(=O)CSc2ncccc2C(=O)Oc2cccc([N+](=O)[O-])c2)cc1Cl
 : 1	13	1	1	.	-8	.
#32 O=C(C[C@@H]1CC[C@@H]2[C@H](COC[C@H](O)CN2Cc2nccs2)O1)NCc1ccc(Cl)cc1
 : -3	4	1	15	-1.2	2	2[16.7 µM]
#33 O=c1c2ccccc2ncn1CCOCCOc1ccc([N+](=O)[O-])cc1
 : -1	3	-1	1	1.1	2	-3
#34 CCn1c(/C=C/Nc2ccccc2)[n+](CC)c2ccc(C(=O)OCC(F)(F)F)cc21
 : -4	-7	1	2	-1.8	-2	-1
#35 Cc1ccc(S(=O)(=O)NC(=O)C2(C)CCN2C(=O)c2cccc(F)c2)nc1 (stereo not given)
 : -2	11	-5	.	4.3	-7	-2
#36 Cc1csc(SCC(=O)Nc2sccc2C#N)n1
 : -1	4	-1	3	-2.9	2	.
#37 O=C(CCl)NCc1c(Cl)cccc1-n1cccc1
 : 16	-7	5	1	-5.0	-1	-2
#38 CCOc1cc(C(=O)Nc2ccc3c(c2)OCO3)ccc1OC(F)F
 : -6	1	-1	2	-2.3	0	.
#39 COc1cc(OC)cc(-c2nnc(SCc3c(F)cccc3Cl)o2)c1
 : 1	7	11	-3	2.6	9	3
#40 CNC(=O)C[C@@H]1C(=O)N(CCc2ccccc2)CC1(C)C
 : -3	-7	-1	.	-1.3	-1	-2
#41 CN(Cc1ccccc1Br)C(=O)CSc1nnnn1C1CC1
 : 0	2	2	-3	1.3	3	-4
#42 COc1cc(C(=O)N2CCN(c3cccc(Cl)c3)CC2)ccc1OCC(=O)N1CCOCC1
 : -1	14	-5	-1	2.8	1	4
#43 C=CCn1c(SCC(=O)c2cc(C)n(C)c2C)nnc1-c1ccncc1
 : .	6	0	1	-0.1	-11	-7
#44 CCOc1ccc2nc(SCC(=O)Nc3cccc(S(=O)(=O)NC4=NCCCCC4)c3)[nH]c2c1
 : 1	12	4	1	-1.1	0	-6
#45 C[C@@H]1CN([C@H](C)CO)C(=O)c2cc(C3=CCCC3)cnc2O[C@H]1CN(C)S(C)(=O)=O
 : 1	3	1	-1	0.3	-1	.
#46 Cc1ccc(S(=O)(=O)N2CCCC(C(=O)N3CCN(c4ccccc4)CC3)C2)cc1 (stereo not given)
 : -2	13	1	-2	0.5	4	-4
#47 C[C@H]1CN([C@@H](C)CO)S(=O)(=O)c2ccc(/C=C/c3ccccc3)cc2O[C@@H]1CN(C)C(=O)NC1CCCCC1
 : 1	-9	1	30*	4.4	0	0[16.7 µM]
#48 CCN1[C@H](C(=O)NCc2ccccn2)[C@@H](CO)[C@@H]2Cn3c(ccc(C4=CCCC4)c3=O)[C@@H]21
 : 2	1	1	2	0.0	-5	-4[16.7 µM]
#49 CCOC(=O)C1=C(C(=O)OCC)C2N(Cc3ccc(Br)cc3)c3ccccc3[C@@]23C[C@@H](C(=O)OC)N(S(=O)(=O)c2ccc(OC)cc2)C3=N1 (stereo not given in full)
 : -1	14	-3	.	-7.9	2	.
#50 C[C@@H]1CCCCO[C@H](CN(C)C(=O)c2ccncc2)[C@@H](C)CN([C@H](C)CO)C(=O)c2cc(NC(=O)CCCN(C)C)ccc2O1
 : 2	5	4	1	1.4	-9	7[16.7 µM]
#51 Cc1c(Br)c(C(F)(F)F)nn1CC(=O)N(C)C1CCCCC1
 : 1	-5	-2	-1	0.9	4	.
#52 CS(=O)(=O)N1[C@@H](C#N)[C@@H](c2ccccc2-c2ccccc2)[C@@H]1CO
 : 1	-9	1	13	3.0	2	.
#53 C[C@@H]1CCCCO[C@@H](CN(C)C(=O)CCCN(C)C)[C@H](C)CN([C@H](C)CO)C(=O)c2cc(NC(=O)Nc3ccc(F)cc3)ccc2O1
 : 4	-5	5	-1	2.3	3	-1[16.7 µM]
#54 COc1ccc(S(=O)(=O)N[C@@H]2CC[C@@H](CCNC(=O)CN3CCOCC3)O[C@H]2CO)cc1
 : -3	?	0	1	0.5	-1	.
#55 C[C@H]1CN([C@@H](C)CO)C(=O)CCCn2nncc2CO[C@@H]1CN(C)C(=O)C1CC1
 : -4	-3	-2	1	-2.5	1	2[16.7 µM]
#56 C[C@@H]1CN([C@H](C)CO)C(=O)c2cc(NC(=O)Nc3ccc(C(F)(F)F)cc3)ccc2O[C@@H]1CN(C)Cc1ccc(-c2ccccc2)cc1
 : 4	2	0	-3	-0.2	-9	-5[16.7 µM]
#57 COc1cccc(S(=O)(=O)Nc2ccc3c(c2)[C@H]2C[C@@H](CC(=O)N(C)C)O[C@@H](CO)[C@H]2O3)c1
 : 3	2	1	-1	2.4	1	12[16.7 µM]
#58 Cc1ccc(S(=O)(=O)N2C(=O)c3cccc4cccc2c34)cc1
 : 0	20	.	-3	-1.5	4	-2
#59 O=C([C@H]1N[C@H]2c3ccc(-c4ccccc4)c(=O)n3C[C@H]2[C@@H]1CO)N1CCOCC1
 : 0	9	10	-14	-0.1	3	-3[16.7 µM]
#60 CCCC(=O)Nc1ccc2c(c1)OC[C@H](C)N(CC1CCOCC1)C[C@H](C)[C@@H](OC)CN(C)C2=O
 : -1	-9	1	-2	-1.3	.	.

Quoted from the listing:
Entry for no. 43 in SIRT5 inh: 1
Entry for no. 36 in Casp6 inh: -1

Following part
Below each compound – Casp6 inh	DENV2 CPE	ERAP1 inh	SIRT5 inh	F508del corr	ERp5 block	miR-122 sensor
#61 C[C@H](CO)N1C[C@H](C)[C@@H](CN(C)C(=O)NC2CCCC2)Oc2ncc(-c3cccnc3)cc2C1=O
 : 6	9	-7	4	-3.1	6	16[16.7 µM]
#62 C[C@@H]1CN([C@@H](C)CO)C(=O)Cc2cc(N(C)C)ccc2O[C@H]1CN(C)Cc1ccc(C(F)(F)F)cc1
 : 1	-5	0	5	-2.0	-4	13[16.7 µM]
#63 Cc1noc(C)c1S(=O)(=O)Nc1ccc2c(c1)C(=O)N([C@@H](C)CO)C[C@@H](C)[C@@H](CN(C)Cc1ccncc1)OCCCC[C@H](C)O2
 : -3	-11	1	0	1.3	-5	-2[16.7 µM]
#64 Cn1ccc(C(=O)N/N=C/c2cccnc2)n1
 : -2	-1	-3	-2	1.6	0	-5

Limited to miR-122 sensor, SIRT5 inh and F508del corr, for 3 of the compounds above:
item | molecule | miR-122 sensor | SIRT5 inh | F508del corr
61 | C[C@H](CO)N1C[C@H](C)[C@@H](CN(C)C(=O)NC2CCCC2)Oc2ncc(-c3cccnc3)cc2C1=O | 16[16.7 µM] | 4 | -3.1
62 | C[C@@H]1CN([C@@H](C)CO)C(=O)Cc2cc(N(C)C)ccc2O[C@H]1CN(C)Cc1ccc(C(F)(F)F)cc1 | 13[16.7 µM] | 5 | -2.0
63 | Cc1noc(C)c1S(=O)(=O)Nc1ccc2c(c1)C(=O)N([C@@H](C)CO)C[C@@H](C)[C@@H](CN(C)Cc1ccncc1)OCCCC[C@H](C)O2 | -2[16.7 µM] | 0 | 1.3

Assay outcomes: PubChem, Broad Institute
